High-throughput results (PubChem)
T cell modulator = T cell immune modulation candidate; calls only at 7 µM; 330,000 compounds, 0.068% hits; 2C CD8+ T cell-vesicle binding, flow cytometry; hits give low values;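 active means response, share of CD8 T cells binding vesicles, and their 90th percentile fluorescence all below set limits, cut at about 80% in these data, passing the limit was not always enough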
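incubation = binding step 1.5 h, 37 °C, antibody labelling 20 min, ice | test system = 2C mouse CD8+ T cells | read-out basis = percent CD8+ FL2 mean versus row control | controls = Peptide-free naked vesicles (low) and QL9 vesicles with 0.7% DMSO vehicle (high) | detection = flow cytometry of vesicle-bound cells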
WT yeast gro inh = growth inhibition of WT yeast, mitochondrial fusion screen | inhibition, % at 10 µM | mitochondrial fusion phenotypic screen, WT strain | 190,000 compounds, 2.1% hits; in the data active means inhibition above about 58%; tested in S. cerevisiae
b-catenin transl = modulators of beta-catenin nuclear translocation; HeLa beta-catenin nuclear translocation, immunofluorescence imaging; nuclear translocation activity, % at 5 µM; 190,000 compounds, 0.3% hits;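 active means nuclear translocation activity above 50% at 5 µM, with a well cell count of 50 or more; inconclusive means wells under 50 cells across six images, flagged as toxic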;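 further: per-cell ratio of nuclear to cytoplasmic median beta-catenin stain intensity; plate controls were DMSO negative control for no effect and GSK-3 inhibitor IX positive control for full effect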
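Read-out: Nuclear/cytoplasmic beta-catenin signal ratio, % activation | Assay system: Human HeLa cell line | Times: 24 h compound exposure at 37°C, 5% CO2 | Signal: Fluorescence imaging of beta-catenin antibody stain plus DAPI | Dosing: 5 µM primary, 0.02–20 µM confirmation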
Myeloid diff 2 = compounds promoting myeloid differentiation. ER-HoxA9 myeloid progenitors, lysozyme-GFP differentiation, flow cytometry. calls only at 10 µM. 360,000 compounds, 1% hits. AID 624256;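 active means normalized GFP-positive differentiation at or above the plate's own cutoff, the solvent-only control mean plus 3 SD; inconclusive means no clear call, values can overlap the other calls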;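 further: cells exposed to compound for four days before flow analysis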
Salmonella PhoP GFP = PhoP-dependent GFP reporter repression – Salmonella Typhimurium, primary screen (AID 1863); S. Typhimurium PhoP-regulated promoter GFP reporter, 4 h; higher % means a stronger effect; one-dose inhibition, % at 50 µM; IC50 in µM for titrated hits; 300,000 compounds, 0.16% hits;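 active means inhibition over 29.93%, a cutoff 3 SD above the screen mean, later confirmed by dose response; inconclusive means inhibition over 29.93% but no dose response follow-up; inactive means inhibition at most 29.93% or unconfirmed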;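 further: 0% = low Mg2+ inducing control and 100% = high Mg2+ repressing control; strong numbers were not always called active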
SV40 large T antigen = TAg ATPase/helicase activity blockers – biochemical (AID 1903) | inhibition, % at 20 µM, or IC50 in µM where a hit was titrated | 310,000 compounds, 0.39% hits | SV40 large T antigen ATPase/helicase inhibition assay; higher % means a stronger effect; in the data active means a potency from the dose series; inconclusive means inhibition mostly from about 32% at the one dose, without a potency; inactive means the rest, 99 in 100 with inhibition below about 32%; further: strong numbers were not always called active
West Nile virus CPE = West Nile virus antiviral activity, cell-based, CPE readout (AID 1621) | one-dose CPE inhibition, % at 10 µM; IC50 in µM for titrated hits | 290,000 compounds, 0.02% hits | West Nile virus-infected cells, CPE inhibition; higher % means a stronger effect; in the data active means a potency from the dose series; inconclusive means CPE inhibition mostly from about 3.7% at the one dose, without a potency; inactive means the rest, 99 in 100 with CPE inhibition below about 2.2%; further: strong numbers were not always called active
RSV antiviral HEp-2 = RSV antiviral activity via CPE protection, HEp-2 cells, primary 10 µM value included (AID 2391) | HEp-2 cells, RSV-induced CPE inhibition; higher % means a stronger effect | one-dose CPE inhibition, % at 10 µM; IC50 in µM for titrated hits | 310,000 compounds, 0.13% hits; in the data active means a potency from the dose series; inconclusive means CPE inhibition mostly from about 23% at the one dose, without a potency; inactive means the rest, 99 in 100 with CPE inhibition below about 21%; further: strong numbers were not always called active
Rac1 GTP hydrolysis = MgcRacGAP GTPase-activating activity inhibitors, confirmation, biochemical, ADP Hunter fluorescence | MgcRacGAP-stimulated Rac1 GTP hydrolysis, ADP Hunter fluorescence; higher % means a stronger effect; GST-tagged Rac1 F28L mutant substrate | inhibition, % at 30 µM; hits with a dose series show IC50 in µM | 340,000 compounds, 0.6% hits;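 active means first-screen hits whose inhibition reached a set limit at any dose in the follow-up dose series; inconclusive means inhibition above the set first-screen limit but never retested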;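 further: fluorescence reports GDP produced by GAP-driven GTP hydrolysis; strong numbers were not always called active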
WT yeast gro inh mutant strain = second read-out of WT yeast gro inh, no call of its own (marks repeat the call); inhibition, %; mitochondrial fusion phenotypic screen, mutant strain inhibition
b-catenin transl cell count 5 µM = further read-out of b-catenin transl, marked with its call; cell count; measured here: cell count, cytotoxicity flag
T cell modulator vesicle-bound % = second read-out of T cell modulator, no call of its own (marks repeat the call); double positive events, %; measured here: CD8+ vesicle-bound cell fraction;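 binding gate set so that unloaded-vesicle control wells show 10% double positive cells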
Myeloid diff 2 GFP+ MAC1+ % = further read-out of Myeloid diff 2, marked with its call; GFP+ MAC1+ double positive, %; measured here: differentiation confirmed by MAC1 staining
* marks the source's active call; other numbers are inactive results; i = inactive; ? = inconclusive; · = not tested or not shown.

mol,T cell modulator,T cell modulator vesicle-bound %,WT yeast gro inh,WT yeast gro inh mutant strain,b-catenin transl,b-catenin transl cell count 5 µM,Myeloid diff 2,Myeloid diff 2 GFP+ MAC1+ %,Salmonella PhoP GFP,SV40 large T antigen,West Nile virus CPE,RSV antiviral HEp-2,Rac1 GTP hydrolysis
COc1ccccc1CN1C[C@@H]2C[C@@H](c3ccc(C)c(C)c3)N3CCC[C@@]23C1=O,i,35,-2,2,-1.8,1075,i,0.1,-4%,-25%,-1.3%,28%,-1%
Cc1cccc(CC(C)NC(=O)c2cc(COc3ccc(F)cc3F)on2)n1 (stereo unspecified),i,44,·,·,·,·,i,1.0,3%,0%,-0.4%,4.1%,8%
COc1ccc(NC(=O)CN(C)C(=O)CSc2nc3ccccc3s2)cc1,i,54,·,·,·,·,i,3.2,2%,13%,·,2.3%,9%
COC(=O)C1C(=O)C2=C(CC1C)Nc1ccccc1NC2c1cccs1 (stereo unspecified),i,32,-16,1,-1.8,1000,i,0.5,-2%,5%,1.5%,0.9%,15%
CS(=O)(=O)c1ccc(NC(=O)CCN2C(=O)C3CC=CCC3C2=O)cc1 (stereo unspecified),i,11,·,·,·,·,i,1.6,-1%,3%,·,-1.5%,8%
COc1ccc(/C=C/C(=O)Nc2cc(C)nn2-c2nc3ccccc3[nH]2)cc1,i,36,3,-8,-1.6,1108,i,0.6,-16%,1%,-0.2%,2.0%,4%
O/N=C/c1cn(-c2ccccc2)nc1-c1ccc2c(c1)OCCO2,i,60,24,23,-3.5,1389,i,0.4,-6%,0%,0.8%,0.5%,4%
CCN(CC)S(=O)(=O)c1cc(OC)c(C)cc1C,i,24,-13,-4,0.6,951,i,0.2,-2%,4%,-0.8%,-0.4%,1%
CCN(CC)C(=O)Oc1ccc2c(=O)c(-c3ccc(OC)cc3)coc2c1,i,29,1,7,-0.6,1047,i,8.1,-9%,3%,-0.7%,5.5%,6%
COCc1c(C(=O)N/N=C/C2CC=CCC2)nnn1-c1nonc1N (stereo unspecified),i,44,-15,1,0.6,516,i,0.6,-23%,8%,0.5%,0.9%,10%
Cc1noc(C)c1S(=O)(=O)Nc1ccccc1Cl,i,29,·,·,·,·,i,2.4,7%,7%,0.5%,0.6%,11%
CCCc1cc(=O)[nH]c(SCCCCN2C(=O)c3ccccc3C2=O)n1,i,2,-8,2,1.0,933,i,0.8,5%,16%,1.5%,1.4%,10%
Cc1csc(NC(=O)c2c(-c3c(F)cccc3Cl)noc2C)n1,i,33,·,·,·,·,i,1.0,·,·,·,1.0%,6%
Cc1c(Cl)cccc1NC(=O)CSC(N)=O,i,18,4,5,-0.9,1580,i,0.2,-1%,-1%,-0.1%,-0.9%,2%
Cc1cc(C)n(CCCNC(=O)c2ccc(S(=O)(=O)NCc3ccco3)cc2)n1,i,7,-7,8,1.1,896,i,1.7,0%,13%,-0.2%,0.6%,-4%
COc1ccc(-n2c(SCC(=O)N3CCC(C(=O)O)CC3)nc3ccccc3c2=O)cc1OC,i,43,·,·,·,·,i,3.2,-3%,10%,0.1%,13%,5%
O=C1N=C(N2CCOCC2)CS1,i,17,-4,-12,-2.9,1074,i,3.1,-12%,-5%,-0.1%,-0.1%,5%
O=S1(=O)N=C(N2CCN(c3ccc(F)cc3)CC2)c2ccccc21,i,58,0,4,·,·,i,5.7,0%,3%,-0.1%,0.2%,-1%
CC(CCc1ccccc1)NC(=O)Cc1ccccc1 (stereo unspecified),i,44,8,2,1.5,551,i,1.0,2%,12%,-0.6%,1.8%,6%
CCN(CC)C(=O)CSc1nc(O)c(Cc2ccccc2)c(=O)n1-c1ccc(C)cc1,i,38,·,·,0.1,1260,i,0.4,-12%,-21%,0.2%,-1.1%,8%
Cc1ccc2nc(Cl)c(/C=N/NC(=O)CN3CCOCC3)cc2c1,i,4,·,·,·,·,i,1.4,·,12%,·,-1.0%,3%
Cc1ccc(CCn2c3c(c4ccccc42)CN(C)CC3)cn1,i,58,2,2,-2.6,1065,i,0.8,2%,16%,-0.4%,-1.1%,0%
CCn1nnc(NC(=O)C(C)(c2ccccc2)c2ccccc2)n1,i,31,-10,-8,0.6,959,i,0.3,·,·,-0.2%,2.2%,5%
COc1ccc(CCNC(=O)CSc2nnc(-c3ccc(F)cc3)o2)cc1OC,i,15,16,25,2.8,722,i,2.7,10%,5%,-0.6%,1.3%,13%
CCOC(=O)C1(CCc2ccccc2)CCN(Cc2ccc(O)cc2)CC1,i,22,14,11,-1.8,987,i,0.1,-2%,22%,-1.5%,-2.6%,8%
CC1(OC(=O)CCc2ccccc2)C(=O)C=C2C=C(c3ccc(C#N)cc3)N(CCc3c[nH]c4ccccc34)C=C2C1=O (stereo unspecified),i,25,·,·,-1.4,1172,i,0.7,6%,13%,0.7%,-1.7%,12%
Cc1ccc(N2C(=O)[C@@H]3[C@H](C2=O)[C@H]2C=CC=NN2[C@@H]3C(=O)Nc2ccc(Cl)cc2)cc1,i,9,-4,-4,-1.0,958,i,2.6,-10%,8%,-0.2%,-0.2%,6%
COc1cc(NC(=O)c2ccc(CNc3c(N4CCOCC4)c(=O)c3=O)cc2)cc(OC)c1,i,40,-4,-4,·,·,i,3.1,-3%,1%,0.4%,3.1%,11%
O=C1CC(NS(=O)(=O)c2cccs2)CN1c1ccc(F)cc1 (stereo unspecified),i,40,·,·,·,·,i,0.5,1%,12%,·,-0.2%,5%
Cc1ccc2nc(SCc3nnc(-c4ccccc4)o3)[nH]c2c1,i,44,12,-57,·,·,i,1.2,1%,14%,-0.1%,3.5%,12%
CC(C)[C@H](NC(=O)C1CCN(C(=O)[C@H](Cc2ccccc2)NC(=O)OC(C)(C)C)CC1)C(=O)O,i,28,·,·,·,·,i,0.5,-7%,22%,0.3%,1.0%,7%
CCOc1ccccc1C1CC(=O)Nc2cc(OC)c(OC)c(OC)c21 (stereo unspecified),i,64,15,5,-3.1,1156,i,0.3,-6%,12%,-0.1%,-1.9%,2%
Fc1ccc(/C=N/Nc2cc(N3CCOCC3)ncn2)cc1,i,63,·,·,·,·,i,0.8,0%,5%,0.5%,0.0%,9%
Cc1cc(NC(=O)CCC(=O)N(c2ccc(F)cc2)C(C(=O)NC2CCCC2)c2ccccc2)no1 (stereo unspecified),i,11,·,·,·,·,i,0.5,3%,10%,-0.6%,14%,8%
Cc1ccccc1NC1=NC(C)(C)N=C(N)N1,i,32,-12,2,4.5,1010,i,1.0,5%,3%,0.8%,2.0%,5%
CC(=O)c1cccc(NC(=O)CSc2nc(C3CC3)nc3ccccc23)c1,i,33,·,·,·,·,i,0.6,7%,4%,0.9%,1.6%,6%
CCCCN(C(=O)CSc1nnc(-c2ccccc2)o1)c1c(N)n(CCC)c(=O)[nH]c1=O,i,35,·,·,·,·,i,0.6,·,·,·,1.3%,4%
CCOC(=O)C(=O)NNc1ccc(F)cc1,i,21,·,·,12,1197,i,0.1,-5%,25%,0.1%,·,·
CC1Cc2nc(SCC(=O)NC3CCCCC3)n(C)c(=O)c2S1 (stereo unspecified),i,28,11,14,0.4,963,i,1.8,-6%,8%,-0.2%,2.4%,5%
Cc1cc(SCC(=O)N/N=C/c2ccc(O)cc2O)c(C)cc1Br,i,18,-12,-5,0.8,1201,i,2.2,-7%,12%,?,8.8%,7%
Cc1cc(C)n(-c2ncccc2[N+](=O)[O-])n1,i,46,·,·,-0.7,1366,i,0.2,3%,5%,0.1%,·,8%
Cc1ccc2c(C)c(C(=O)N3CCN(Cc4ccc5c(c4)OCO5)CC3)oc2c1C,i,14,·,·,·,·,i,0.0,-2%,17%,0.1%,16%,14%
CCOC(=O)C1=C(O)C(=O)NC(c2ccccc2)=C(OC2CCCCC2)C1,i,46,53,18,·,·,i,0.5,-6%,14%,-0.6%,3.7%,5%
COC1=CC(=O)C(O)=C(CCCCCCC/C=C/CCCCCCCC2=C(O)C(=O)C=C(OC)C2=O)C1=O,i,33,·,·,·,·,i,4.8,-4%,73%,-0.3%,·,?
COc1ccc(C)cc1NC(=O)CCCN1C(=O)CCC1=O,i,40,8,19,·,·,i,15,0%,8%,-0.3%,1.1%,4%
O=c1[nH]c(Cc2ccc(Cl)cc2)nc2ccccc12,i,59,-2,-2,1.1,1462,i,0.6,5%,7%,-0.5%,1.4%,8%
CC(C)(C)c1cnnn1-c1ccc(C=O)cc1,i,51,-4,-12,4.4,554,i,0.4,0%,3%,0.0%,1.7%,10%
